# SMARCA2 act = activators of SMARCA2 function. 1% of 370,000 active. MG213 cells, MMTV-luciferase reporter, dexamethasone, overnight. activation, % at 9.1 µM; in the data active = activation above about 7.8%;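 also: 0% = vehicle wells and 100% = reference activator wells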
# hcDAF-12 act = activators of H. contortus DAF-12 nuclear receptor. HEK293 hcDAF-12 lit1-tk-luc reporter, luminescence; 0% DMSO, 100% Δ7-dafachronic acid. activation, % at 6.8 µM. 1.4% of 370,000 active;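 active = activation above the mean of all tested compounds plus 3 SD, cut at about 5.5% in these data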;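 also: 100% = response to 3 µM Δ7-dafachronic acid high control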
# DAX1 inh-1 = blocks DAX1 repression of SF-1 activated StAR promoter; HEK293T StAR-luciferase reporter, SF-1/DAX-1 repression relief; inhibition, % at 6.8 µM; 1.1% of 370,000 active; AID 652010;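 active = inhibition above the mean over all tested compounds plus 3 SD, cut at about 3.6% in these data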;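 also: 0% = DAX-1 cells with DMSO and 100% = cells lacking DAX-1 with DMSO; higher inhibition means more luminescence from relief of DAX-1 repression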
# hgDAF-12 ag = agonists of H. glycines DAF-12 nuclear receptor; HEK293 GAL4-hgDAF12 UAS-luciferase reporter, agonist luminescence; normalized to butyrate control; AID 687014; 1.8% of 370,000 active; activation, % at 6.8 µM;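 active = activation above a cutoff set at the mean of all screened compounds plus 3 SD, cut at about 10% in these data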;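 also: 0% = DMSO wells and 100% = sodium butyrate wells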
# PLCb3 inh = PLC-beta3 (human) inhibition, primary screen; Q01970; Purified PLC-beta3, fluorogenic substrate, fluorescence; inhibition, % at 12.2 µM; 0.18% of 370,000 active; in the data active = inhibition above about 11%;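 also: 0% = median of compound wells on plate and 100% = full blocker control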
# FXN GAA850 act = activators of GAA850 frataxin (FXN) promoter; HEK293 lucGAA850 FXN promoter luciferase reporter, 24 h; percent of 10 µM SAHA response; AID 540364; activation, % at 6 µM; 0.56% of 360,000 active;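 active = activation above the average of all compounds screened plus 3 SD, cutoff fixed separately per campaign, cut at about 7.5% in these data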;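 also: 0% = DMSO wells and 100% = 10 µM SAHA wells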
# ssDAF12 agonist = activators of S. stercoralis DAF-12 nuclear receptor. HEK293 ssDAF-12/GRIP1 lit1-tk-luc reporter, luminescence; % of 3 µM dafachronic acid response. activation, % at 6.8 µM. 1% of 370,000 active. AID 652126;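 active = activation above the mean over all tested compounds plus 3 SD, cut at about 0.9% in these data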;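 also: 0% = DMSO-only wells and 100% = 3 µM delta7-dafachronic acid wells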
# PG9 Ab binder = small molecules binding HIV-1 gp120 antibody PG9; TR-FRET gp120-PG9 antibody binding; inhibition, % at 6.7 µM; 0.43% of 360,000 active; AID 624416; in the data active = inhibition above about 8.5%
# DAX1 inh-2 = inhibits human nuclear receptor DAX1; P51843; HEK293 Gal4-DAX1 luciferase reporter, luminescence; inhibition, % at 6.75 µM; 0.99% of 340,000 active; AID 504766;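 active = inhibition above the mean over all tested compounds plus 3 SD, cut at about 4.2% in these data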;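 also: 0% = DAX1-transfected cells with DMSO and 100% = empty-vector control cells with DMSO; inhibition shows as a rise in luminescence from relieved DAX1 repression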
# Target sequence (P51843 207-470 limits assumed): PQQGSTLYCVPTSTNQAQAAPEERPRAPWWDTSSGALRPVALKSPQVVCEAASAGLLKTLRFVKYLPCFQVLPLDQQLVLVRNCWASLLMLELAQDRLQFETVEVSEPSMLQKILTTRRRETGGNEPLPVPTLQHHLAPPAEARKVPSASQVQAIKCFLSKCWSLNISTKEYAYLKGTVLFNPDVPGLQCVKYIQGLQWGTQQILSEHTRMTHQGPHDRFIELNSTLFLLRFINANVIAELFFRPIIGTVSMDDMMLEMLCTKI
# HGIII-sPLA2 inh = Blocks human group III sPLA2 activity; QFRET BODIPY PC-A2 liposome hydrolysis, fluorescence; inhibition, % at 12.2 µM; 0.56% of 370,000 active; AID 743126;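 active = inhibition above mean plus 3 SD of compounds lying within the high and low control bounds, cut at about 19% in these data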;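 also: 0% = median of test compound wells and 100% = no enzyme DMSO wells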
# Target sequence (Q9NZ20 whole entry, looked up): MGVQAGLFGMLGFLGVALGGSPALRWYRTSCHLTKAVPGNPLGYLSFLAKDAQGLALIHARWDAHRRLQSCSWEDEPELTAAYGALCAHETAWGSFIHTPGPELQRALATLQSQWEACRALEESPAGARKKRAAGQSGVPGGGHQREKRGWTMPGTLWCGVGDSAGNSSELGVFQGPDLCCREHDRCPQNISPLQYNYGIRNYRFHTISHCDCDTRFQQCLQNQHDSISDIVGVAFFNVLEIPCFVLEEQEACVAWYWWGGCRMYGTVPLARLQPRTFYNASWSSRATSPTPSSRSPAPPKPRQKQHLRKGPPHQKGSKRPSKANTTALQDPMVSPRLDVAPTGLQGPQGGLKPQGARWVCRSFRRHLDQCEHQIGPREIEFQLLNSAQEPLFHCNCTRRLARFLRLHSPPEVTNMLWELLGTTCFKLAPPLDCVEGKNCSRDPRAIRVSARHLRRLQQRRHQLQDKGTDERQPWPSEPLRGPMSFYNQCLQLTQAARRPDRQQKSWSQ
# NR1D1 modulator = modulates human Rev-erb alpha binding to DNA. 0.79% of 370,000 active. AID 1259318. P20393. Rev-erbα–FITC-DNA binding, fluorescence polarization, 90 min. activity, % at 10 µM;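 active = activity above about 14%, limit read from the data; passing the limit was not always enough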;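 also: 0% = DMSO wells with 35 nM protein and 100% = DMSO wells with 750 nM protein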
# * hit, by the source's call; i = inactive; · = not tested or not shown. Hits appear at their usual frequency (roughly 7% active in at least one column).
SMILES,SMARCA2 act,hcDAF-12 act,DAX1 inh-1,hgDAF-12 ag,PLCb3 inh,FXN GAA850 act,ssDAF12 agonist,PG9 Ab binder,DAX1 inh-2,HGIII-sPLA2 inh,NR1D1 modulator
Cc1ccc(/C=N/NC(=O)c2nnn(-c3nonc3N)c2C(C)C)s1,-1,-4.2,-2.2,0.0,0,-0.9,-1.5,-2.5,-0.2,0,-5
O=C(N/C(=C\c1ccccc1)C(=O)N1CCOCC1)c1ccccc1Br,-2,-0.5,0.4,1.3,-4,2.0,-0.3,0.7,-0.4,2,10
COc1ccc(-n2c(SCC(=O)Nc3nccs3)nnc2-c2ccccc2)cc1,-2,-0.8,-0.3,-1.0,2,-0.7,-0.6,-1.4,0.6,0,-6
O=C1ON=C(c2ccc(Cl)c([N+](=O)[O-])c2)/C1=C/c1cccc([N+](=O)[O-])c1O,-4,1.6,1.0,-1.0,-10,1.7,-0.8,1.5,-0.6,19,-3
CCSc1nc2sc3c(c2c(=O)n1-c1ccccc1)CCN(C)C3,-3,0.3,-0.4,-1.2,-51,2.2,-1.5,-0.7,-0.4,-4,-2
O=c1cc(-c2ccccc2[N+](=O)[O-])oc2ccccc12,-5,-1.6,-0.2,-1.6,-3,-0.7,-1.8,3.2,0.8,3,-6
CCCCn1c(N)c(N(CC(C)C)C(=O)c2ccc(C)c(S(=O)(=O)N3CCCCC3)c2)c(=O)[nH]c1=O,-1,-1.1,-1.4,-2.6,-1,-1.0,-1.1,1.5,-0.1,5,-1
COc1ccc(NC(=O)CN(C)C(=O)CCCc2nc3ccccc3c(=O)[nH]2)cc1,-2,0.9,1.0,-1.1,-11,2.4,-0.2,-0.5,-0.8,9,4
CC(C)CCNC(=O)CN(C(=O)CCC(=O)Nc1nccs1)c1ccc2c(c1)OCCO2,-5,-4.1,-1.1,-7.2,-9,-7.5,-2.0,0.7,-2.0,4,2
Cc1oc(-c2ccc(Cl)cc2)nc1CS(=O)CC(=O)NC1CCCC1 (stereo unspecified),-3,-1.4,0.0,0.2,-6,-0.2,-0.7,0.0,0.0,-7,1
Cc1cccc(NC(=O)CN2C(=O)NC(Cc3ccccc3)C2=O)c1 (stereo unspecified),2,-0.4,-0.1,1.1,7,2.2,-1.6,-0.2,-0.3,0,-4
CCc1ccc(C(=O)OCC(=O)Nc2cccc(S(=O)(=O)NC3=NCCCCC3)c2)cc1,0,-1.0,0.6,0.3,3,3.5,-1.8,-1.5,2.2,-16,1
OC1(c2ccccc2)c2ccccc2-c2ncccc21 (stereo unspecified),-2,4.6,-0.1,1.5,4,-0.8,-0.4,0.2,1.0,-6,4
O=C(NCc1ccc(Cl)cc1)C1CCN(S(=O)(=O)c2cc([N+](=O)[O-])ccc2Cl)CC1,0,2.1,-0.1,3.0,0,-2.0,-0.5,-1.4,1.0,-9,-4
CC1=NN(c2ccc(C)c(C)c2)C(=O)/C1=C\C=C\c1ccc([N+](=O)[O-])o1,3,0.4,-0.6,-1.6,0,-2.8,-1.2,-4.2,-0.4,10,1
CCOc1cc(OCC)cc(C(=O)N2CCC[C@H]2C(=O)N2CCC[C@H]2C(=O)NCc2cccc(OC)c2)c1,-6,2.2,-0.6,0.5,2,·,-0.3,-5.5,·,-1,-2
CCN(CC)CC(=O)Nc1c(Br)ccc2c1OCO2,6,-1.1,-0.8,0.0,-1,1.1,-1.2,-0.3,-0.9,6,-10
O=S(=O)(Nc1cccc(-c2ccc(N3CCCCCC3)nn2)c1)c1ccc(F)cc1,2,4.0,5.7*,4.2,-17,4.9,0.1,3.0,1.9,-26,-3
O=C(NNc1ccccc1)Nc1ccccc1F,0,1.1,0.1,1.9,-4,4.5,-0.4,-1.8,0.6,5,8
O=C1c2ccsc2SCCN1Cc1ccccc1Cl,-2,-0.2,-0.5,0.1,5,-1.1,-1.4,-2.8,-0.1,0,-3

# Six compounds from above, sorted by the number in HGIII-sPLA2 inh, largest number first.
SMILES	SMARCA2 act	hcDAF-12 act	DAX1 inh-1	PLCb3 inh	ssDAF12 agonist	PG9 Ab binder	DAX1 inh-2	HGIII-sPLA2 inh	NR1D1 modulator
O=C1ON=C(c2ccc(Cl)c([N+](=O)[O-])c2)/C1=C/c1cccc([N+](=O)[O-])c1O	-4	1.6	1.0	-10	-0.8	1.5	-0.6	19	-3
CC1=NN(c2ccc(C)c(C)c2)C(=O)/C1=C\C=C\c1ccc([N+](=O)[O-])o1	3	0.4	-0.6	0	-1.2	-4.2	-0.4	10	1
O=C(NNc1ccccc1)Nc1ccccc1F	0	1.1	0.1	-4	-0.4	-1.8	0.6	5	8
COc1ccc(-n2c(SCC(=O)Nc3nccs3)nnc2-c2ccccc2)cc1	-2	-0.8	-0.3	2	-0.6	-1.4	0.6	0	-6
O=C(NCc1ccc(Cl)cc1)C1CCN(S(=O)(=O)c2cc([N+](=O)[O-])ccc2Cl)CC1	0	2.1	-0.1	0	-0.5	-1.4	1.0	-9	-4
CCc1ccc(C(=O)OCC(=O)Nc2cccc(S(=O)(=O)NC3=NCCCCC3)c2)cc1	0	-1.0	0.6	3	-1.8	-1.5	2.2	-16	1

# Shown with each value named: 4 of the compounds above
> Cc1cccc(NC(=O)CN2C(=O)NC(Cc3ccccc3)C2=O)c1 (stereo unspecified)
  SMARCA2 act: 2
  hcDAF-12 act: -0.4
  DAX1 inh-1: -0.1
  hgDAF-12 ag: 1.1
  PLCb3 inh: 7
  FXN GAA850 act: 2.2
  ssDAF12 agonist: -1.6
  PG9 Ab binder: -0.2
  DAX1 inh-2: -0.3
  HGIII-sPLA2 inh: 0
  NR1D1 modulator: -4
> CCc1ccc(C(=O)OCC(=O)Nc2cccc(S(=O)(=O)NC3=NCCCCC3)c2)cc1
  SMARCA2 act: 0
  hcDAF-12 act: -1.0
  DAX1 inh-1: 0.6
  hgDAF-12 ag: 0.3
  PLCb3 inh: 3
  FXN GAA850 act: 3.5
  ssDAF12 agonist: -1.8
  PG9 Ab binder: -1.5
  DAX1 inh-2: 2.2
  HGIII-sPLA2 inh: -16
  NR1D1 modulator: 1
> OC1(c2ccccc2)c2ccccc2-c2ncccc21 (stereo unspecified)
  SMARCA2 act: -2
  hcDAF-12 act: 4.6
  DAX1 inh-1: -0.1
  hgDAF-12 ag: 1.5
  PLCb3 inh: 4
  FXN GAA850 act: -0.8
  ssDAF12 agonist: -0.4
  PG9 Ab binder: 0.2
  DAX1 inh-2: 1.0
  HGIII-sPLA2 inh: -6
  NR1D1 modulator: 4
> O=C(NCc1ccc(Cl)cc1)C1CCN(S(=O)(=O)c2cc([N+](=O)[O-])ccc2Cl)CC1
  SMARCA2 act: 0
  hcDAF-12 act: 2.1
  DAX1 inh-1: -0.1
  hgDAF-12 ag: 3.0
  PLCb3 inh: 0
  FXN GAA850 act: -2.0
  ssDAF12 agonist: -0.5
  PG9 Ab binder: -1.4
  DAX1 inh-2: 1.0
  HGIII-sPLA2 inh: -9
  NR1D1 modulator: -4

# Next compounds:
SMILES,SMARCA2 act,hcDAF-12 act,DAX1 inh-1,hgDAF-12 ag,PLCb3 inh,FXN GAA850 act,ssDAF12 agonist,PG9 Ab binder,DAX1 inh-2,HGIII-sPLA2 inh,NR1D1 modulator
CCOc1ccccc1C=NNc1ccc([N+](=O)[O-])cn1,1,0.4,-1.0,-2.1,0,-0.9,0.2,-0.7,-0.3,1,-1
Nc1cccc2c1C(=O)N(Cc1cccc(Cl)c1)C2=O,-4,-1.1,-0.2,-3.4,i,3.4,-0.9,0.0,-0.6,-4,1
CCn1cc(C(=O)O)c(=O)c2cnc(N3CCN(C(=S)Nc4ccccc4)CC3)nc21,0,-0.4,0.4,-0.4,-7,-1.1,-1.9,1.6,2.8,2,-2
O=C(CCNC(=O)c1ccc(Br)cc1)NCC(c1ccco1)N1CCCCC1 (stereo unspecified),-1,-0.1,-1.6,-2.6,4,0.9,-0.5,-0.7,0.7,5,6
Oc1ccc2ccccc2c1CN1CCCCC1,-5,3.3,1.1,2.9,-10,-0.9,-1.2,-3.1,1.5,-31,10
CC1CCc2c(cnc3ncnn23)C1 (stereo unspecified),0,-0.4,0.7,-0.1,-5,2.4,-1.5,0.9,-0.6,2,0
Cc1cc(S(=O)(=O)Cc2noc(-c3c(C)noc3C)n2)c(C)cc1Cl,-5,-0.2,0.3,-0.9,-3,-1.1,-1.7,1.6,-0.9,8,14
COC(=O)C1=CN(CCOC23CC4CC(CC(C4)C2)C3)C=C(C(=O)OC)C1c1ccsc1,-4,-2.2,-2.1,1.4,-493,-2.4,-2.2,0.9,-1.2,1,-1
CS(=O)(=O)n1nc(NCc2cccs2)nc1NCc1cccs1,0,-1.8,0.2,-1.7,3,1.7,-1.2,-1.3,1.6,1,-2
CC(=O)COc1ccc2c(C)c(C)c(=O)oc2c1,3,-0.7,0.5,2.6,-94,3.3,-1.3,-0.1,0.7,5,-10
CC(C)Cn1c(N)c(C(=O)COC(=O)C2Cc3ccccc3CN2S(C)(=O)=O)c(=O)n(C)c1=O (stereo unspecified),-3,-1.9,-2.1,-2.7,-5,0.1,-1.6,-1.8,-1.1,-3,2
CCOC(=O)CCc1n[nH]c(=O)[nH]c1=O,1,-0.5,-0.3,-0.6,0,-1.7,-1.2,-1.6,0.6,0,5
O=C(Cn1cc2c(n1)CCCC2)NCCCN1CCN(Cc2ccccc2)CC1,-1,0.8,-0.6,0.0,-3,0.7,-1.2,-0.4,1.8,4,-2
COc1cc(OC)cc(-c2c(-c3ccc(F)cc3)c3cc(-c4ccc(SC)cc4)ccc3n2C)c1,-1,-0.2,0.2,-2.1,-6,2.0,-0.8,-0.3,0.5,2,12
Cc1cccc(NC(=S)NCC(c2cccnc2)N2CCOCC2)c1C (stereo unspecified),-1,-0.4,0.0,1.1,2,2.4,-1.7,0.4,-0.8,19,1
Cc1ccc(-n2cnc3ncnc(-c4ccccc4)c32)cc1,-1,-0.9,-0.6,-0.7,-2,4.3,-1.1,1.0,0.1,5,1
OC(c1cc(Cl)cc(Cl)c1)c1ncc(-c2ccccc2F)[nH]1 (stereo unspecified),-2,-2.2,-0.7,0.9,5,-0.9,-1.4,-0.2,·,-7,1
O=C(/C=C/c1ccccc1Cl)Nc1cccnc1,9.0*,4.8,3.2,19*,-3,3.6,0.8,-1.4,1.6,-2,0
COc1ccc(CCNC(=O)c2c(C)cc(=O)oc2C)cc1OC,-1,0.1,-0.3,-1.7,4,0.9,-0.9,-0.3,1.6,2,-2
Cc1ccc(N2C(=O)C(NC(=O)c3ccccc3)(C(F)(F)F)C3=C2CC(C)(C)CC3=O)cc1 (stereo unspecified),-1,-1.0,-0.2,0.5,4,1.4,-1.2,0.6,0.5,-4,21
CCN(CC)CC(=O)Nc1cccc(S(=O)(=O)N2CCCC2)c1,2,-1.1,-0.3,0.1,-11,2.9,-1.7,0.9,0.8,0,0

# Screening results deposited in PubChem BioAssay by several laboratories.
